# Compound activity deposited in PubChem BioAssay by several laboratories.
# Shn3 3UTR inh = inhibitors of Schnurri-3 3'UTR reporter in osteoblasts | Clone20 osteoblast Shn3 3'UTR firefly luciferase, 24 h | inhibition, % at 12.5 µM | 360,000 tested, 0.52% active | AID 588674;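 active = mean inhibition of at least 75% with every replicate also reaching 75%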;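 note: 0% = median of neutral control wells and 100% = pilot-screen positive control compound; some compounds past the cut are filed as inactive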
# TWEAK-Fn14 inh = TWEAK-Fn14 signaling inhibition; TWEAK-stimulated Fn14 reporter cells, luciferase luminescence, 8 h; inhibition, % at 10 µM; 360,000 tested, 2% active; AID 1159606; in the data active = inhibition above about 50%
# HIF-2a inh = blocks HIF-2a reporter activity; 786-0 RCC cells HIF-2a reporter, luciferase luminescence, overnight; inhibition, % at 18.8 µM; 360,000 tested, 0.72% active; AID 624352;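 active = inhibition of the luminescence signal of 40% or more relative to plate controls, in a single-dose primary screen at 18.75 µM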
# iPSC survival up = enhancers of human iPSC single-cell survival; hiPSC single-cell survival, ATPlite luminescence; 100% = ROCK inhibitor wells, 0% = DMSO; survival enhancement, % at 20 µM; 360,000 tested, 0.044% active; AID 602274; in the data active = survival enhancement above about 18%;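 note: cells exposed to compounds for 16 hours before the ATP read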
# MITF TRPM1 inh = MITF TRPM1 promoter inhibition in SK-MEL-5 cells; SK-MEL-5 TRPM1 promoter luciferase, 24 h; inhibition, % at 12.5 µM; 330,000 tested, 0.83% active;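 active = mean inhibition across replicates of 60% or more, whatever share of single replicates reaches that level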; note: values of inactives mirror those of a sister screen read the other way
# NR2E3 ag-1 = agonists of human nuclear receptor NR2E3; inhibition of corepressor binding, % at 4.78 µM; 320,000 tested, 0.12% active; AID 2300; GST-NR2E3/biotin-RetCOR TR-FRET, 1536-well;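 active = percent inhibition above the cutoff of mean plus 3 SD of all tested compounds, set per screening campaign, cut at about 20% in these data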;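 note: 0% = DMSO wells and 100% = biotin wells as full block of FRET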
# Target sequence (Q9Y5X4 whole entry, looked up): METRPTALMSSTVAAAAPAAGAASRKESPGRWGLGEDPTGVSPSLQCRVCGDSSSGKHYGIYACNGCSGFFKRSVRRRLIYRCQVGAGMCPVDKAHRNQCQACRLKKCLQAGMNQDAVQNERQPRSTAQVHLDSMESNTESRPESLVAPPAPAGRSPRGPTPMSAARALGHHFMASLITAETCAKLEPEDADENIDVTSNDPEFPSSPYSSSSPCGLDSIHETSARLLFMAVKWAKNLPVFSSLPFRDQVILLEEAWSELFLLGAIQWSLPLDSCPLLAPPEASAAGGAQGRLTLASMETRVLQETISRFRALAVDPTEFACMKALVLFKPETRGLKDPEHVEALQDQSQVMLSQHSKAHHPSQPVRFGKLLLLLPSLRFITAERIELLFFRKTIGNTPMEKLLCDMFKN
#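 Assay system: NR2E3–RetCOR corepressor complex. Quantity: 1.35 nM GST-NR2E3. Buffer or medium: pH 7.5 Tris-based buffer. Reagent: biotinylated RetCOR corepressor at 7 nM final. Schedule: 5 h at 4 °C. Detection: TR-FRET, emission read at 617 and 671 nm. Replicates: one well per compound, singlicate testing.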
# aDG glyco act = alpha-DG glycosylation activation. activation, % at 10 µM. 360,000 tested, 0.22% active. Pro5-aDG cells, alpha-DG glycosylation AlphaScreen (IIH6); 0% Pro5, 100% B10-LARGE cell signal;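 active = activation of at least 8% versus controls, or a plate z-score of at least 8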;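 note: Pro5 are CHO cells carrying HIG-tagged alpha-DG that lacks glycosylation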
# Peg3 prom inh = inhibitors of Peg3 promoter. 360,000 tested, 1.7% active. inhibition, % at 20 µM. AID 588405. HeLa PEG-Prom luciferase reporter, luminescence, overnight;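 active = inhibition of at least 50% at 20 µM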
# NR2E3 ag-2 = agonists of human NR2E3 nuclear receptor. Q9Y5X4. CHO-S Gal4-NCOR/VP16-NR2E3 two-hybrid, luciferase. inhibition of corepressor binding, % at 3.98 µM. 360,000 tested, 0.35% active. AID 602229;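 active = inhibition above the mean of all tested compounds plus 3 SD, cut at about 70% in these data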;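 note: 0% = DMSO with NR2E3 transfected cells and 100% = cells lacking NR2E3 construct; higher means lower luciferase signal from less NR2E3 corepressor binding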
# KKLEB cytotox = reduces viability of KKLEB cystic fibrosis airway cells; KKLEB CF airway cells viability, ATPlite luminescence, overnight; stronger effect = lower value; cells stimulated with P. aeruginosa culture filtrate; activity change (cytotoxicity), % at 5 µM; 360,000 tested, 0.36% active; AID 602141;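 active = corrected activity change at or below -50% at 5 µM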
# CF NFkB block = blocks PAF-induced NF-kB reporter in cystic fibrosis cells. 360,000 tested, 0.86% active. KKLEB NF-kB-GFP reporter, GFP fluorescence overnight. inhibition, % at 5 µM;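 active = at least 50% inhibition at 5 µM, scaled per plate between neutral and stimulator controls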;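 note: PAF is a Pseudomonas aeruginosa culture filtrate used as stimulus; plate controls were PAF-stimulated DMSO wells for no effect and unstimulated DMSO wells for full effect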
# Active calls of the source: *; / = not tested or not shown.
SMILES,Shn3 3UTR inh,TWEAK-Fn14 inh,HIF-2a inh,iPSC survival up,MITF TRPM1 inh,NR2E3 ag-1,aDG glyco act,Peg3 prom inh,NR2E3 ag-2,KKLEB cytotox,CF NFkB block
CCC(NC(=O)NCc1ccc2c(c1)OCO2)(C(F)(F)F)C(F)(F)F,17,3,5,6.8,2,-2,-0.1,0,-5,12,6
COc1ccc(-c2csc(NC(=S)NC(=O)c3ccco3)n2)cc1Br,8,-38,0,1.2,1,5,-0.1,21,-5,-19,-11
O=C(NCC1CCCO1)c1cc2cc(Cl)ccc2[nH]1 (stereo not given),-26,-4,-135,-0.4,-28,-1,0.1,-66,-49,4,0
CCn1c(COc2ccccc2C)nnc1SCC(=O)N1CCN(c2ccccc2)CC1,16,20,-6,-0.2,13,-3,0.5,13,0,3,-24
Nc1cc(Cl)ccc1Nc1ccncc1,9,8,9,-0.1,1,/,-0.2,5,-9,-1,5
CCOC(=O)C1CCN(S(=O)(=O)c2ccc(Cl)nc2)CC1,4,-2,-5,-0.3,12,1,0.1,2,-5,-14,14
CCc1ccc(NC(=O)CS(=O)CC(=O)NCCCc2ccccc2)cc1 (stereo not given),15,-9,2,2.3,1,1,0.2,9,-6,10,3
O=C(CC1NCCNC1=O)Nc1cc(Cl)cc(Cl)c1 (stereo not given),0,-2,14,1.9,-4,0,0.1,-1,-8,-6,2
CCOC(=O)CCCC(=O)N1CCOCCOCCOCC1,0,5,14,-0.7,4,-2,-0.1,-1,3,-10,18
Cc1ccn2cc(-c3cnoc3C)nc2c1,-57,-1,-111,-0.6,-31,-3,-0.1,-141,-17,2,-6
CN(C)S(=O)(=O)N(CC(=O)Nc1ccccc1)c1ccccc1,6,-5,3,-4.0,14,-2,-0.2,1,-8,4,-16
CCOc1cc(C2CC(=O)NC(SCC)=C2C#N)ccc1O (stereo not given),-5,8,-3,0.6,4,-1,0.2,-12,-17,19,-11
Cc1cc2c(cc1C)CSC(c1ccc(O)cc1)SC2,3,55*,-6,-0.2,-2,0,-0.2,9,-15,-2,10
CN1CCN(C(c2cccnc2)c2ccc3cccnc3c2O)CC1 (stereo not given),-3,-4,10,-3.4,5,-3,0.0,3,-13,-10,17
COc1cccc(/C=N/N2CCN(C3c4ccccc4-c4ccccc43)CC2)c1O,-11,20,19,-0.6,-4,-1,-0.1,15,24,-11,18
CC(=Nc1ccccc1)C1=C(O)COC1=O,-5,2,-2,-0.3,3,-1,-0.1,-4,-22,2,6
Cc1ccc(S(=O)(=O)N(C)C)cc1-n1c(SCC(=O)Nc2ccc(F)cc2Cl)nc2ccccc2c1=O,17,-10,13,-1.8,6,-3,-0.6,9,-21,-8,14
CC(C)(CN1CCN(C(c2ccccc2)c2ccccc2)CC1)NS(=O)(=O)c1ccccc1,47,12,9,-0.3,2,3,0.1,15,2,-3,18
O=C(Cn1ncc2ccccc2c1=O)Nc1cccc(C(F)(F)F)c1,8,4,16,5.3,/,/,-0.3,-5,14,-10,4
O=C(CC(c1ccccc1)c1ccccc1)Nc1ccc(O)cc1,-26,1,21,-0.2,-3,4,0.0,22,-10,17,-11
O=C(C[C@H]1C/C=C\CC[C@H](Cc2ccc(F)cc2)C(=O)OC[C@@H]2CCCN2C1=O)N[C@H](CO)Cc1ccccc1,-2,-16,3,0.0,-5,/,0.1,9,-9,15,-8
c1ccc(-c2cc(-c3nc(-c4ccccn4)no3)c3ccccc3n2)cc1,28,22,-17,6.0,-10,0,-0.4,8,-5,2,-24
O=C(N/N=C/c1ccc(-c2ccc(Br)cc2)o1)c1ccc2c(c1)OCO2,7,-17,-7,-0.9,-4,-2,0.0,4,-38,-24,25
O=C(O)CCn1nnc(-c2cccs2)n1,-9,-3,15,1.0,-10,5,-0.1,-5,5,-1,15
COc1ccccc1N(C)S(=O)(=O)c1ccc(C(=O)Nc2nccs2)cc1,-3,24,-2,0.5,4,3,-0.5,10,-9,-50*,-13
CC1(C)c2[nH]c3ccccc3c2C[C@@H]2C(=O)N(Cc3ccc(F)cc3)C(=O)N21,27,25,4,2.2,4,-2,0.2,62*,-8,-12,6
COc1ccc(-c2sc3ccccc3c2/C=C/c2ccc(N)cc2)cc1,-10,-8,-105,0.9,-10,/,-0.5,-53,-13,-15,10
O=C(CN1C(=O)C(=O)N(Cc2ccccc2)C1=O)Nc1ccc(OC(F)F)cc1,6,-37,3,-0.5,0,2,0.1,-2,-4,-1,-6
CCN(c1cccc(C)c1)S(=O)(=O)c1nnc(NC(=O)c2ccco2)s1,-3,8,6,0.1,1,1,-0.1,-1,10,-6,-15
CN(C(=O)c1ccc(NC(=O)Cc2cccc(NC(=O)C3CCCN(C(=O)c4ccccc4)C3)c2)cc1)C1CC1 (stereo not given),5,-11,-22,-0.4,-28,/,0.2,-24,3,20,-8
O=C(CNC(=O)c1ccccc1)NCCO,6,-14,7,1.4,4,0,0.1,3,4,9,3
O=C(O)c1cc(-c2ccc(Cl)cc2)n[nH]1,7,26,3,-0.2,1,2,0.0,-8,-10,7,3
CCN(CC)c1ccc(NC(=O)c2cncc(Br)c2)cc1,-28,-9,-212,0.0,-56,-3,0.3,-215,-121,-1,37
O=C(NCCc1ccccc1)c1ccc(Cl)c([N+](=O)[O-])c1,-65,-25,-178,-0.3,-52,0,0.4,-246,-29,2,0
COc1ccc(-c2ccc3nnc(SCC(N)=O)n3n2)cc1,-4,2,-16,-0.4,-23,1,0.0,-8,-28,-4,-14
Cc1ccc(-c2n[nH]c(=S)nc2-c2ccc(C)cc2)cc1,3,-14,-12,0.0,5,-2,0.0,14,-32,1,-24
CC(=O)c1ccc(-n2cc(C#N)c(=O)[nH]c2=O)cc1,-5,10,-13,0.4,7,-2,0.0,-5,-4,9,-12
CCOC(=O)c1c(-c2ccccc2)csc1NC(=O)/C(C#N)=C/c1ccc(OC)c(OC)c1,-8,-16,5,1.3,-2,0,-0.1,14,-10,-15,11
O=[N+]([O-])c1cccc(-c2ccc(/C=N/n3c(-c4ccccc4)n[nH]c3=S)o2)c1,-2,-68,21,-0.3,12,-2,-0.4,12,-14,-34,24
CN(C)c1nc2c(N)ncnc2n1C1OC(CO)C(O)C1O (stereo not given),5,4,10,3.3,-1,/,0.2,5,-16,-2,9

# Three compounds from above, sorted by count of non-hydrogen atoms, lowest first.
SMILES,Shn3 3UTR inh,TWEAK-Fn14 inh,HIF-2a inh,iPSC survival up,MITF TRPM1 inh,NR2E3 ag-1,aDG glyco act,Peg3 prom inh,NR2E3 ag-2,KKLEB cytotox,CF NFkB block
O=C(O)c1cc(-c2ccc(Cl)cc2)n[nH]1,7,26,3,-0.2,1,2,0.0,-8,-10,7,3
Cc1ccc(-c2n[nH]c(=S)nc2-c2ccc(C)cc2)cc1,3,-14,-12,0.0,5,-2,0.0,14,-32,1,-24
CCOC(=O)c1c(-c2ccccc2)csc1NC(=O)/C(C#N)=C/c1ccc(OC)c(OC)c1,-8,-16,5,1.3,-2,0,-0.1,14,-10,-15,11

# Additional results follow:
SMILES,Shn3 3UTR inh,TWEAK-Fn14 inh,HIF-2a inh,iPSC survival up,MITF TRPM1 inh,NR2E3 ag-1,aDG glyco act,Peg3 prom inh,NR2E3 ag-2,KKLEB cytotox,CF NFkB block
COc1ccc(-c2csc(NC(C)c3nc4cc(C(=O)NCCCO)ccc4n3Cc3ccc(C)cc3)n2)cc1 (stereo not given),4,-14,-26,-0.3,-5,4,-0.2,-19,-41,-10,5
COc1ccc(-n2nnnc2SCC(=O)c2ccc3c(c2)OCCO3)c(OC)c1,3,-4,-86,8.2,2,15,0.3,-23,-26,-10,3
CC(C)N(C(=O)[C@H]1C[C@H](CC(=O)NCc2ccco2)C(=O)N2CCc3c([nH]c4ccc(Cl)cc34)[C@]12C)C(C)C,16,31,10,-0.7,29,/,0.7,20,-4,-6,8
CC(=O)NC(Cc1ccc(F)cc1)C(=O)NC1CCN(c2nnnn2-c2ccccc2)CC1 (stereo not given),0,11,-7,-2.8,7,-1,-0.1,0,-19,1,0
COc1cc(OC)c(C2=NOC(C(=O)N3CCN(C(=O)c4ccco4)CC3)C2)cc1Cl (stereo not given),7,-3,7,2.0,-8,0,-0.1,15,-20,4,-3
CCOc1ccc(C2C(C(=O)O)c3ccccc3C(=O)N2CCN2CCOCC2)cc1 (stereo not given),3,12,2,-1.1,7,0,0.0,4,-21,7,4
Cc1ccc(N(C(=O)Cc2c[nH]c3ccccc23)C(C(=O)NC2CCCCC2)c2ccco2)cc1 (stereo not given),0,-2,13,-0.7,8,-4,-0.2,-1,-30,-7,10
COC(=O)c1c(NC(=O)CN2CCN(S(=O)(=O)c3ccccc3[N+](=O)[O-])CC2)sc2c1CCC(C)C2 (stereo not given),11,-23,18,-2.3,-15,-3,-0.1,-4,-19,-5,-1
Cc1cccc(N=CC=C2OC(C)(C)C(C)(C)O2)c1,-23,-19,-16,-0.2,-14,-1,-0.1,-15,-26,0,1
OCC1(Cc2ccccc2F)CCCN(Cc2c(F)ccc(F)c2F)C1 (stereo not given),6,12,8,0.3,-10,6,0.2,-21,6,-2,11
CC(O)[C@H]1CN=C(N)N1CC1CCCCC1 (stereo not given in full),-16,-9,12,-1.7,3,-1,-0.5,8,-18,16,-1
Cn1c(=O)c2c(nc(CN3CCCCC3)n2CCc2ccccc2)n(C)c1=O,0,-11,4,-3.1,1,2,0.0,-1,-15,-4,4
CCOC(=O)C1=c2s/c(=C\c3cccnc3)c(=O)n2C(N)=C(C(=O)OC)C1c1cccnc1 (stereo not given),6,-6,17,-2.7,15,-1,-0.2,17,-28,9,-24
Cc1nnc(SCC(=O)NCc2ccccc2)n1-c1ccccc1,0,5,21,3.2,5,3,-0.2,9,-16,8,2
CC(C)C[C@@H](CN=[N+]=[N-])N1CCN(CC(C)C)CCC1=O,8,-7,5,-1.7,6,-3,0.0,1,-2,-1,13
Cc1ccc(NC(=S)N(CCN(C)C)C(C)c2cccnc2)c(C)c1 (stereo not given),5,13,20,-0.8,1,-2,-0.1,15,14,6,10
Fc1ccc(C2=Nc3cccc4cccc(c34)N2)cc1,-7,3,21,-0.7,1,0,-0.5,21,-2,1,6
CC(=O)c1c(C)[nH]c(C(=O)Nc2ccc(C)c(S(=O)(=O)N(C)C)c2)c1C,-125,-1,-309,-0.7,-101,-2,-0.1,-370,-110,-1,-43
COC(=O)C1=C(C(=O)OC)C2(OC1c1ccc(Br)cc1)C(=O)c1ccccc1C2=O (stereo not given),16,-9,22,-2.5,2,0,-0.1,11,-16,0,0
O=C(CSc1nc2ccccc2[nH]1)N/N=C/c1ccco1,-17,6,-51,-0.3,-6,-1,0.1,-49,-20,3,-14
COc1ccc(OCc2nn3c(-c4ccccn4)nnc3s2)cc1,-3,-1,-25,-4.0,-3,-1,0.8,-28,-2,2,-13
CCCC(NCC(O)COc1ccc(-c2ccccc2)cc1)c1ccccc1 (stereo not given),32,-9,-15,-0.2,40,3,-0.9,79*,-8,-16,11
Cc1ccc(S(=O)(=O)NC(=O)C2(C)CCN2C(=O)Cc2ccc(C(C)(C)C)cc2)nc1 (stereo not given),-15,-1,11,-0.1,/,/,0.0,-3,-8,8,-4

# The order is random (roughly 4.4% active in at least one column).
